Screening data from PubChem BioAssay.
JMJD2A Tudor = blocks the human JMJD2A Tudor domain; O75164; AlphaScreen JMJD2A-Tudor / H3K4me3 peptide binding; Potency, µM (doses to about 114 µM), inactives show top-dose activity change, negative = inhibition, usual class: inhibitors; actives 4.4% (n = 390,000); AID 504339; further: on the % scale 0 is the no-effect control and ±100 the full control effect; nearly all actives have a fitted effect of over 50% in size
RGS4 inh = blocks human RGS4-accelerated GTP hydrolysis | Transcreener GDP fluorescence polarization, RGS4-accelerated GTP hydrolysis | Potency, µM (doses to about 114 µM), without a hit: top-dose activity change, negative = inhibition, usual class: inhibitors | P49798 | actives 0.039% (n = 390,000); further: on the % scale 0 is the no-effect control and ±100 the full control effect; nearly all actives have a fitted effect of over 75% in size; some results filed as inactive show a strong effect at the top dose
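MLSMR compounds (23 nl, pin-transferred) preincubated 10 min at room temperature with a 500nM (2x) first reagent, then RGS4 at 900nM (2x) plus Transcreener GDP mix added; fluorescence polarization (620/688 nm) read before and after 90 min at 30 °C.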
PGK inhibitor = inhibitors of T. brucei phosphoglycerate kinase. Potency, µM (series often up to 57.5 µM), without a hit: top-dose activity change, negative = inhibition, usual class: inhibitors. PGK/GAPDH coupled, Kinase-Glo luminescence, 60 min. P07378. actives 0.043% (n = 380,000); further: on the % scale 0 is the no-effect control and ±100 the full control effect; nearly all actives have a fitted effect of over 60% in size
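Luminescent ATP detection (Kinase-Glo Plus) follows a 60-minute room-temperature incubation, with wells lacking PGK as controls. Buffer: 100 mM TEA (pH 7.6), 5 mM MgCl2, 0.01% Tween-20. Coupling enzyme GAPDH (100 nM final) supplies unstable 1,3-BPG in-well.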
HP1b binding inh = blocks HP1-beta chromodomain binding to methylated histone tails. P83916. AlphaScreen HP1-beta / biotin-H3K9me3 peptide binding. actives 0.56% (n = 390,000). AID 540317. Potency, µM (top dose mostly 114 µM), without a hit: at the highest dose activity change, negative = inhibition, most hits filed as inhibitors; further: nearly all actives have a fitted effect of over 70% in size; inactives centre near 23
Target sequence (P83916 whole entry, looked up): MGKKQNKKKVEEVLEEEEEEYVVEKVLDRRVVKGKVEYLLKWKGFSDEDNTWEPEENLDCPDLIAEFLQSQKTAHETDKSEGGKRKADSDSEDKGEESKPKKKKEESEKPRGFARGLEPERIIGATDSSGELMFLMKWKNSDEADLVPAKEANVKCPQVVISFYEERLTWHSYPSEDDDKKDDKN
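HP1-beta protein (50 nM final) preincubated 30 min at room temperature with biotinylated H3(1-18)K9me3 peptide (50 nM) in PBS pH 7.4, 0.01% Tween-20, then compound added for 30 min. AlphaScreen streptavidin donor/nickel chelate acceptor beads (10 ug/mL final), 30 min dark, luminescence read.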
GLS inhibitor = inhibitors of human glutaminase (GLS); Potency, µM (series often up to 45.5 µM), without a hit: at the top dose activity change, negative = inhibition, actives largely listed as inhibitors; GLS enzymatic activity, qHTS titration; actives 0.21% (n = 410,000); O94925; AID 624170; further: on the % scale 0 is the no-effect control and ±100 the full control effect
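hKGA; 45 mM KH2PO4 pH 8.2 + 0.02% Tween-20; cpd via pin tool; 1 mM Gln soln; GluOx/HRP/Amplex Red; RT 30 min; fluor. t0 & final.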
ERG-DNA inh = ERG Ets/DNA interaction inhibition; P11308; fluorescence polarization, His-ERG Ets domain / labelled DNA; Potency, µM (top dose mostly 76.9 µM), for inactives: at the top dose FP activity, negative = inhibition, most hits filed as inhibitors; actives 0.028% (n = 370,000); AID 624246; active means well fitted inhibition curve with a large enough effect in the polarisation, with a control signal flat; inconclusive means small, poorly fitted or top-dose-only effect, or effect the other way, or a change in a side signal; inactive means no such curve, though single readings can be large or run the other way; the % refers to the polarisation;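 further: polarization taken with two DNA probes labelled with fluorescein and Texas red; % of control where 0% means no effect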
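His-tagged ERG Ets domain (1 uM in the protein solution; 300mM KCl, 50mM Tris-HCl, 1mM EDTA, 1mM DTT, pH 7.5) received compound, then a probe mix of 5 nM fluorescein-DNA and 100nM Texas-615-DNA. Fluorescence polarization was read for both dyes.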
TrxR1 inh = inhibitors of rat thioredoxin reductase 1; O89049; recombinant rTrxR1, NADPH fluorescence consumption, selenite substrate; Potency, µM (titrated, usually from 114 µM), for the others: top-dose activity change, negative = inhibition, most hits filed as inhibitors; actives 1% (n = 390,000); AID 588453; further: on the % scale 0 is the no-effect control and ±100 the full control effect; nearly all actives have a fitted effect of over 65% in size
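Rat TrxR1 (90 nM in the dispensed reagent) was pre-reduced with 400 uM NADPH for 5 min at room temperature, then incubated with compound for 15 min. After 400 uM selenite was added, NADPH fluorescence (Ex 340/Em 450 nm) was followed for 8 min.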
12-LOX inh = blocks human arachidonate 12S-lipoxygenase; P18054; purified 12hLO, xylenol orange hydroperoxide absorbance; Potency, µM (doses to about 108 µM), inactives show top-dose activity change, negative = inhibition, hits mostly inhibitors; actives 1.1% (n = 580,000); AID 1671190; further: on the % scale 0 is the no-effect control and ±100 the full control effect
Target sequence (P18054 whole entry, looked up): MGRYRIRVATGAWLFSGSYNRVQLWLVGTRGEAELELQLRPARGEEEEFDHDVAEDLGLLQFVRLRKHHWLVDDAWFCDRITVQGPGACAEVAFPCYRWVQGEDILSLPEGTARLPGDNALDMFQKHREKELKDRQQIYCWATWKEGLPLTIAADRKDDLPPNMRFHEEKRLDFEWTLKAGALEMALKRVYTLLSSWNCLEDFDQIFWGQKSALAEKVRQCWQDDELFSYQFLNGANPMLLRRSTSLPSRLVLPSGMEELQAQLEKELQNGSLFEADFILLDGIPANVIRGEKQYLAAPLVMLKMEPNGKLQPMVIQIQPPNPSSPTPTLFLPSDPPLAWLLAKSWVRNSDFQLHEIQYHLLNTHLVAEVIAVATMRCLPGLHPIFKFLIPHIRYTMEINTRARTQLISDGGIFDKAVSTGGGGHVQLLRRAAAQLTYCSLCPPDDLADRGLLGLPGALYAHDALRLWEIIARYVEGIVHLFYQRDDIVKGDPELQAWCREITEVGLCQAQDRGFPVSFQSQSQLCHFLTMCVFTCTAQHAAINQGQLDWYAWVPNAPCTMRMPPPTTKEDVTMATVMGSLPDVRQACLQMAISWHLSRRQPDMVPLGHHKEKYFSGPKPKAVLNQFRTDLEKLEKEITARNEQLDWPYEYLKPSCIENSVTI
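Hydroperoxide product was detected by ferrous iron/xylenol orange as the 573 to 405 nm absorbance ratio. Arachidonic acid at 40 uM (final) was turned over for 30 min at room temperature by 150 nM human 12hLO, pH 7.0 Hepes buffer, after 15 min compound preincubation.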
Pin1 inhibitor = blocks the human prolyl isomerase Pin1 | actives 0.009% (n = 390,000) | Potency, µM (highest dose often 115 µM), for the others: top-dose activity, negative = inhibition, usual class: inhibitors | Pin1 FP peptide displacement, HiFluor488, 10 min; active means well fitted inhibition curve with a large enough effect in the polarisation, with a control signal flat, not every such curve was filed as active; inconclusive means small, poorly fitted or top-dose-only effect, or effect the other way, or a change in a side signal; inactive means no such curve, though single readings can be large or run the other way; the % refers to the polarisation; further: on the % scale 0 is the no-effect control and ±100 the full control effect
Target sequence (Q13526 whole entry, looked up): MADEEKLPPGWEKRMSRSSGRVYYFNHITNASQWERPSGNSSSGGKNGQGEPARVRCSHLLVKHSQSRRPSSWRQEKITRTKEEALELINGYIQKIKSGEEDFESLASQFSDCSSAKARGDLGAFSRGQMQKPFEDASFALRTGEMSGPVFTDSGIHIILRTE
An asterisk follows results filed as active; i = inactive; ? = inconclusive; · = not tested or not shown; & = joins results of further samples; [ ] = remark or other dose. Unless noted, the call rests on the fitted dose curve; in most records, active means well fitted curve in the direction sought with a large enough effect; inconclusive means small, poorly fitted or top-dose-only effect, or another doubt; inactive means no such curve, though single readings can be large; an effect the other way counts as inactive or inconclusive. Potency means the concentration at half of the fitted maximal effect. Only part of the results is shown; the hit share may differ from the screen's.

SMILES | JMJD2A Tudor | RGS4 inh | PGK inhibitor | HP1b binding inh | GLS inhibitor | ERG-DNA inh | TrxR1 inh | 12-LOX inh | Pin1 inhibitor
O=C(c1ccc2c3c(cccc13)CC2)C1CCCN(C(=O)c2cc[n+]([O-])cc2)C1 (stereo unspecified) | -1% | -8% | -2% | 27% | 0% | -5% | 12% | -5% | 4%
O=C(c1cccc(S(=O)(=O)N2CCOCC2)c1)N1CCCCCC1 | -4% | -20% | i | 30%[activator] | 2% | -1% | 5% | 4% | 0%
Cc1cc(Cl)c2oc(C(=O)N(C)Cc3ccon3)c(C)c2c1 | -3% | -14%[56.9 µM] | 6% | 87%[activator] | 0% | 5% | -5%[57.1 µM] | 9% | 1%
Cc1cc(C)nc(Nc2ccc(C(=O)O)cc2)n1 | 4% | 22% | -6% | 3% | -1% | · | 18% | 18% | -3%
CC(C)(C)c1ccc(-c2nnc3sc(-c4ccccn4)nn23)cc1 | -26% | ? | -2% | -6% | -2% | 11% | 9%[57.1 µM] | 295%[activator] | 7%
C/C(=N\N=C1/NC(=O)C(C)S1)c1ccc([N+](=O)[O-])cc1 (stereo unspecified) | -5%[57.1 µM] | 23% | i | 22% | 14% | 5% | -11% | 8% | 1%
COc1ccc(CCC(=O)Nc2cccc(Cl)c2)cc1 | 1% | -3% | -8% | 43%[activator] | 6% | -6% | 0% | -9% | -7%
Cc1ccc(C(c2sc3ncnn3c2O)N2CC(C)CC(C)C2)cc1 (stereo unspecified) | -13% | -9% | 0% | 29% | -3% | 14% | -5%[57.1 µM] | 11% | 0%
CC(=O)C1=C(O)C(=O)N(c2cccc(Br)c2)C1c1ccc(Br)cc1 (stereo unspecified) | -27% | -15% | -7% | 14% | 0% | 13% | -6% | ? | -1%
CSc1ccc(C(=O)C2CCCN(S(=O)(=O)N(C)C)C2)cc1 (stereo unspecified) | -8% | 16% | 4% | 31% | 4% | -3% | -7%[57.1 µM] | 5% | -13%
O=C(OCC(=O)c1ccc(Cl)s1)c1cncc(Br)c1 | -26% | -1% | -7% | 23% | 1% | ? | ? | ? | 2%
CCc1ccc(-n2nc(CO)c(C(=O)NCCOC)n2)cc1 | -6% | 0% | 10% | 25% | 2% | 0% | 3% | -23% | 6%
CC(C)CC(NC(=O)c1cccs1)c1nnc(SCc2ccc(Cl)c(Cl)c2)n1C (stereo unspecified) | -12%[57.1 µM] | -13% | 1% | 27% | -1% | 2% | 11% | -17% | ?
Cc1ccc(C(=O)N2CCCCC2C(=O)O)o1 (stereo unspecified) | -3% | -14% | 4% | 11% | -4% | 3% | 24%[57.1 µM] | -14% | 1%
CCOC(=O)Cc1csc(SCC(=O)NC2CCCC(C)C2C)n1 (stereo unspecified) | 13% | -44% | -6% | 26% | 3% | 2% | -11% | -5% | 5%
Clc1ccccc1C1=Nn2c(nnc2-c2ccco2)SC1 | -20% | -52% | -7% | -17% | -5% | -7% | 8%[57.1 µM] | 6% | -3%
CC(=O)c1cc(F)ccc1OCC(=O)N1CCCc2ccccc21 | -3% | 10% | -4% | 17% | -4% | 1% | 0% | -15% | -2%
CC(C)Cn1c(-c2ccccc2)nc(=S)c2c1CCCC2 | 2% | -20% | i | 28% | -12% | 8% | -22% | ? | 4%
C[C@@H](C(=O)NCCc1ccccc1F)N1C(=O)N2CCc3c([nH]c4ccccc34)[C@@]2(C)C1=O | ? | -16% | 11% | -9% | 6% | 15% | 14% | 33%[activator] | ?
CC1CCCC(NC(=O)CN2C(=O)NC(C)(c3cc(F)ccc3F)C2=O)C1C (stereo unspecified) | -1% | 3% | -10% | 8%[57 µM] | -5% | 1% | -6%[2.29 µM] | -22% | -3%
S=C(Nc1ccccc1)N1CCOCCOCCN(C(=S)Nc2ccccc2)CCOCCOCC1 | -24% | -3% | 10% | 11% | 33% | 7% | -5%[57.1 µM] | 140%[activator] | 11%
Cc1ccc(NC(=O)C(c2ccccc2)N2CCN(C(=O)c3ccco3)CC2)cc1Cl (stereo unspecified) | -20% | -29% | -10% | 17% | -2% | -8% | -21% | 212%[activator] | 11%
CC(=O)c1sc(-c2ccc(Cl)cc2)cc1N | -3% | 2% | -3% | 59%[activator] | -5% | -18% | -1% | -38% | ?
O=C1c2ccccc2NC(c2ccc(O)c(O)c2)N1c1ccccc1Cl (stereo unspecified) | -18% | -6% | 0% | -5% | -14% | 10% | 5% | 32%[activator] | -23%
COc1cccc(NC(=O)c2oc3ccccc3c2NC(C)=O)c1 | -17% | -18% | 0% | 8% | -17% | -1% | 21% | 11% | -10%
COc1ccccc1OCCNC(=O)C1CC(=O)N(c2cccc(SC)c2)C1 (stereo unspecified) | -28% | -16% | -6% | 34% | -3% | 15% | 28%[57.1 µM] | -13% | -2%
O=C(CCCc1c[nH]c2ccccc12)N1CCN(c2ccc(N3CCOCC3)nn2)CC1 | -29% | 2% | -1% | 11% | 4% | -17% | 17% | -11% | -2%
CC/C(O)=N\S(=O)(=O)c1ccc(N=NN(C)C)cc1 | -13% | -22% | -1% | 33% | -5% | -1% | -18% | 0% | 2%
O/N=C/c1ccccc1Oc1ccccc1 | -3% | -8% | -4% | 21% | 3% | -10% | 14%[57.1 µM] | -3% | -1%
Cc1cc(=O)oc2cc(NC(=O)Cc3ccccc3)ccc12 | -25% | -13% | -2% | 14% | 4% | 2% | 16% | -28%&13% | 20%

Rewritten with two lines to a compound: part of the list above
Under each structure – JMJD2A Tudor, RGS4 inh, PGK inhibitor, HP1b binding inh, GLS inhibitor, ERG-DNA inh, TrxR1 inh, 12-LOX inh, Pin1 inhibitor
> S=C(Nc1ccccc1)N1CCOCCOCCN(C(=S)Nc2ccccc2)CCOCCOCC1
  -24%, -3%, 10%, 11%, 33%, 7%, -5%[57.1 µM], 140%[activator], 11%
> O=C(c1ccc2c3c(cccc13)CC2)C1CCCN(C(=O)c2cc[n+]([O-])cc2)C1 (stereo unspecified)
  -1%, -8%, -2%, 27%, 0%, -5%, 12%, -5%, 4%

Further structures.
SMILES | JMJD2A Tudor | RGS4 inh | PGK inhibitor | HP1b binding inh | GLS inhibitor | ERG-DNA inh | TrxR1 inh | 12-LOX inh | Pin1 inhibitor
Cc1ccc(C2c3c(oc4ccccc4c3=O)C(=O)N2CCCN2CCOCC2)o1 (stereo unspecified) | 14µM* | -37% | -6% | 23% | -11% | -3% | ? | ? | -3%
Cc1cccnc1Nc1nc(-c2ccccn2)cs1 | 45µM* | 24% | 0% | 20% | 22% | -2% | 8%[57.1 µM] | · | 1%
Cc1ccc(NC(=O)c2ccc(Cl)c(S(=O)(=O)N3CCCCC3)c2)nc1 | -14% | 18% | i | 20% | -3% | -2% | 9% | 3% | 0%
Cc1ccc(C(=O)CC(C(=O)O)n2cncn2)cc1 (stereo unspecified) | -18% | -1% | -5% | 23% | 5% | -2% | 8%[57.1 µM] | ? | 4%
Cc1ccncc1C(N)=O | -7%[11.4 µM] | 13%[11.4 µM] | i | 2% | -5% | -17% | 17% | 2% | -13%
Cc1ccc2cccc(NC(=O)c3ccc(-c4ccc(Cl)cc4Cl)o3)c2n1 | 0% | 9% | i | 21% | 1% | 2% | 21% | -3% | 5%
CCN1CCc2nc3sc(C(=O)c4ccc(F)cc4)c(N)c3cc2C1 | ? | -7% | 8% | 12% | 0% | 6% | 18%[57.1 µM] | ? | ?
COc1ccc(CCNC(=S)NC(=O)c2ccccc2)cc1OC | -35% | -5% | -7% | -12% | -11% | 3% | ? | ? | -11%
COc1ccc(C)c2sc(=NC(=O)c3ccccc3)n(C)c12 | -8% | 5% | -11% | 88%[activator] | 0% | -2% | 139%[activator][57.1 µM] | 2% | 3%
CN(C)c1nc2c(c(=O)[nH]c(=O)n2C)n1Cc1ccccc1Br | -18% | 12% | 3% | 19% | 12% | 9% | 26% | 11% | 0%
O=C(NC(=S)Nc1ccccc1Br)C1CCC1 | -10% | -15% | -10% | 34%[activator] | 1% | -14% | ? | ? | -4%
Cc1ccc(NC(=O)C/C(N)=N/OC(=O)Nc2ccc(C)c(Cl)c2)cc1 | -18% | 15% | i | 18%[57 µM] | 2% | -3% | 6% | 74%[activator] | -4%
O=C(Cc1ccccc1[N+](=O)[O-])c1ccc2c(c1)OCO2 | -31% | 8% | -4% | 9% | 6% | -2% | 1%[11.4 µM] | ? | -1%
CCCCC(C(=O)OCC(=O)c1ccc(OC)cc1)N1C(=O)c2ccccc2C1=O (stereo unspecified) | -5% | 1% | 7%[11.5 µM] | 35% | 0% | · | -4% | -1% | 0%
N#CC1(NC(=O)COC(=O)Cc2n[nH]c(=O)c3ccccc23)CCCCC1 | -20% | -5% | -1% | -3% | 0% | -10% | 5%[57.1 µM] | 9%&-2% | -3%
COc1ccc(/C=N/N2CCN(Cc3ccccc3)CC2)cc1 | ? | -8% | -6% | ? | 11% | 4% | 8% | 14% | 1%
CCOc1ccc(NS(=O)(=O)c2ccc(C(=O)N(C)CC(=O)Nc3cccc(OC)c3)cc2)cc1 | -28% | 4% | i | 17% | 6% | 3% | 20% | ? | -2%
Cc1ccc(SCC(=O)OCC(=O)NCc2cccs2)cc1C | -3% | -2% | -8% | 1% | 3% | -5% | 9%[57.1 µM] | -23% | -2%
CC1Cc2ccccc2N1C(=O)COC(=O)CCc1nc2ccccc2c(=O)[nH]1 (stereo unspecified) | 5.6µM* | ? | -3% | -17% | ? | -1% | -13%[57.1 µM] | -8% | 0%
CC(=O)Nc1ccc(-n2nnnc2SCC(=O)NC2CCCC2)cc1 | -9% | 2% | i | 2% | -14% | 6% | 22% | -6% | -1%
